Tb PYK inh: inhibitors of Trypanosoma brucei pyruvate kinase; TbPYK enzyme, Kinase-Glo Plus ATP luminescence, 45 min; Potency, µM (top dose mostly 76.8 µM), for the others: at the highest dose activity, negative = inhibition, most hits filed as inhibitors; 0.12% of 410,000 active; further: potency means the concentration at half of the fitted maximal effect; on the % scale 0 is the no-effect control and ±100 the full control effect; nearly all actives have a fitted effect of over 50% in size
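Quantitative HTS: titrated library compounds versus trypanosomal pyruvate kinase in TEA buffer (pH 7.2) containing KCl, MgCl2, BSA and Tween-20. Reactions were initiated with ADP, 130 uM final. Kinase-Glo Plus luminescence was read after 45 min at RT.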
LmPK inh: blocks Leishmania mexicana pyruvate kinase activity; 0.37% of 290,000 active; Potency, µM (highest dose often 57.5 µM), for inactives: top-dose activity change, negative = inhibition, most hits filed as inhibitors; purified LmPK, Kinase-Glo ATP luminescence, 1 h; AID 1721; Q27686; further: potency means the concentration at half of the fitted maximal effect; on the % scale 0 is the no-effect control and ±100 the full control effect
Target sequence (Q27686 whole entry, looked up): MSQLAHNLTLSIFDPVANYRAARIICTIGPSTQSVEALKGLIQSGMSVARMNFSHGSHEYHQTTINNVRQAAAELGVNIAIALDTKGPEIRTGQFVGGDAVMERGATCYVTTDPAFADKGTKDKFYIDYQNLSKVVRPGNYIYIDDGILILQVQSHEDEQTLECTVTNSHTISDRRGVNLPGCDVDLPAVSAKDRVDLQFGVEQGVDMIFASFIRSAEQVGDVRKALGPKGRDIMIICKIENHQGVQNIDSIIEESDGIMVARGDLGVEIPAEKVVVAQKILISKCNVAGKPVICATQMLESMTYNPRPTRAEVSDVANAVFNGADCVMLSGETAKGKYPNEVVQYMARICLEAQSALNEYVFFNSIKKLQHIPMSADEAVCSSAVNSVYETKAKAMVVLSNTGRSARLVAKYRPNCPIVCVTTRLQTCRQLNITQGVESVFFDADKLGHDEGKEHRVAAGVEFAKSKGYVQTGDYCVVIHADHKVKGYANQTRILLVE
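Pyruvate kinase activity monitored as ATP production (luciferase luminescence). Conditions: 0.1 nM enzyme, 0.5 mM PEP, 0.1 mM ADP, 1 h, RT; normalized against uninhibited and no-enzyme wells.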
Pf growth 48h: inhibits P. falciparum growth in the first generation, 48 h; P. falciparum luciferase growth in erythrocytes, 48 h; Potency, µM (doses to about 28.7 µM), without a hit: at the top dose activity change, negative = inhibition, actives largely listed as inhibitors; 5.9% of 310,000 active; further: potency means the concentration at half of the fitted maximal effect; on the % scale 0 is the no-effect control and ±100 the full control effect
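In quantitative HTS format, infected erythrocytes bearing luciferase-reporter parasites were treated for a single generation at 37 C. Luminescence after adding detection reagent served as the growth measure.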
Shiga toxin inh: Shiga toxin inhibition. Vero cells, Shiga toxin protein synthesis inhibition reporter. inhibition, % at 38.7 µM. 9.2% of 290,000 active. AID 2315; in the data active means inhibition mostly above about 28%, no sharp cut-off; inactive means mostly below about 43%; further: 0% is about no effect
Pf growth 96h: inhibits malaria parasite growth, 96 h | 6.9% of 320,000 active | P. falciparum luciferase reporter growth, 96 h | AID 504834 | Potency, µM (doses to about 28.7 µM), inactives show at the top dose activity change, negative = inhibition, actives largely listed as inhibitors; further: potency means the concentration at half of the fitted maximal effect; on the % scale 0 is the no-effect control and ±100 the full control effect
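Two parasite generations (96 h, 37 C, 5% CO2) of compound exposure in infected erythrocytes (0.05% parasitemia, 2% hematocrit). Luciferase-reporter P. falciparum; decreased luminescence indicates inhibited growth, aimed at apicoplast-acting delayed death.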
CHX counter: counter-screen for Shiga toxin inhibitors: cycloheximide protein synthesis inhibition. 12% of 300,000 active. cell reporter, cycloheximide protein synthesis inhibition counterscreen. max response, %; in the data active means max response mostly above about 13%, no sharp cut-off; inactive means mostly below about 14%; further: read at 38.3 µM for the half of the compounds with a filed dose; 0% is about no effect
AMA1 RON2 block: inhibitors of Plasmodium falciparum AMA1-RON2 interaction; AID 720542; 0.2% of 360,000 active; AlphaScreen AMA1-biotinylated RON2 peptide binding; Potency, µM (series often up to 58.2 µM), for inactives: top-dose activity change, negative = inhibition, actives largely listed as inhibitors;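 further: potency means the concentration at half of the fitted maximal effect; 0% = vehicle wells and -100% = peptide control; nearly all actives have a fitted effect of over 45% in size; some results filed as inactive show a strong effect at the top dose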
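AMA1 (3D7) with his tag at 25 nM final met compounds first, then biotinylated RON2 peptide at 25 nM; detection used donor plus acceptor beads, 10 µg/mL apiece, read by AlphaScreen after 30 min at room temperature.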
Starred values were filed as active, the others as inactive; ? = inconclusive; · = not tested or not shown; & = joins results of further samples; [ ] = remark or other dose. Unless noted, the call rests on the fitted dose curve; in most records, active means well fitted curve in the direction sought with a large enough effect; inconclusive means small, poorly fitted or top-dose-only effect, or another doubt; inactive means no such curve, though single readings can be large; an effect the other way counts as inactive or inconclusive.

[1] COCCn1nnnc1CN1CCSCC1
[2] COc1ccc2c(c1)CCc1c(C(=O)NCc3ccc(F)cc3)noc1-2
[3] CC(C)C[C@H](NC(=O)[C@@H]1Cc2ccccc2CN1C(=O)OC(C)(C)C)C(=O)NCC1CCC(C(=O)O)CC1 (some centres undefined)
[4] COc1ccc(NS(=O)(=O)c2cn(C)cn2)cc1OC
[5] CCOc1ccccc1N(C(C)=O)S(=O)(=O)c1ccc(Cl)cc1
[6] COc1ccc(C=O)cc1OC1C=CCCC1 (centres undefined)
[7] CCN(CC)CCN(C(=O)c1ccc([N+](=O)[O-])cc1)c1nc2ccc(OC)cc2s1
[8] COCCCn1c(SCC(=O)NC(C)C)nnc1-c1ccccc1
assay / entry,1,2,3,4,5,6,7,8
Pf growth 48h,-2%,9%,?,28%,-24%,16%,6%,11%
Pf growth 96h,-89%,?,?,3%,4%,?,3%,?
LmPK inh,0%,3%,-5%,0%,1%,-4%,-2%[11.5 µM],-2%
Tb PYK inh,-2%,2%,-4%,-1%,-6%,1%,5%,?
Shiga toxin inh,-5,4,3,16,-8,-15,22,-10
AMA1 RON2 block,-8%,4%,-20%,-1%,15%,-6%,0%,-3%
CHX counter,9,-1,-6,-1,0,8,0,-2

[9] CC(=O)N=C1SC2CS(=O)(=O)CC2N1c1cccc(Cl)c1Cl (centres undefined)
[10] Cc1ccc(-n2cnnn2)c2cccnc12
[11] C#CCn1c(=NC(=O)c2ccco2)sc2cccc(Cl)c21
[12] Cc1cc(NC(=O)CN2C(=O)NC(c3ccccc3)(c3ccc(C)c(C)c3)C2=O)no1 (centres undefined)
[13] O=C(NN1C(=O)C2C3C=CC([C@@H]2C1=O)C31CC1)c1ccccc1 (some centres undefined)
[14] CCc1ccc(N2CC(C(=O)Nc3cc(C)on3)CC2=O)cc1 (centres undefined)
[15] CCOC(=O)c1cc(S(=O)(=O)N2CCN(C3CCCCC3)CC2)cn1C
[16] CN(C)C(CNC(=O)c1ccc2nc[nH]c2c1)c1ccccc1 (centres undefined)
assay / entry,9,10,11,12,13,14,15,16
Pf growth 48h,19%,3%,19%,?,-2%,0%,-3%,-4%
Pf growth 96h,3%,·,15%,4.1µM*,8%,19%,82%[activator],-7%
LmPK inh,5%,-13%,9%,·,5%,4%,-3%,0%
Tb PYK inh,-6%,0%,0%,-11%,-3%,0%,-6%,-4%
Shiga toxin inh,15,-6,24,·,13,5,-13,5
AMA1 RON2 block,5%,4%,16%,-1%,1%,-6%,-11%,1%
CHX counter,-1,-4,13*,·,-2,1,1,9

[17] CSc1ccccc1NC(=O)c1c(Br)cnn1C
[18] O=C(c1ccc2c(=O)n(Cc3ccc(Cl)cc3)c(=S)[nH]c2c1)N1CCOCC1
[19] Cn1cc(CC(=O)Nc2cccc(C#N)c2)c2ccccc21
[20] O=C(COC(=O)c1nc(Cl)ccc1Cl)Nc1ccc(Cl)cc1
[21] Cc1cccc(CSc2nc3c(c(-c4cccs4)c2C#N)CN(C)CC3)c1
[22] Cc1nn(-c2ccccc2)c(-c2ccccc2)c1C(=O)O
[23] COc1ccc(CCN2CC(C(=O)NCCc3ccc(C)cc3)CC2=O)cc1OC (centres undefined)
[24] CCCCN(C)C(=O)CS(=O)(=O)Cc1nc(-c2cccc(OC)c2)oc1C
assay / entry,17,18,19,20,21,22,23,24
Pf growth 48h,·,12%,·,4%,?,14%,0%,30%
Pf growth 96h,-27%,23%,?,13%,?,?,-4%,-2%
LmPK inh,3%,2%,11%,·,3%,-4%,-7%,1%
Tb PYK inh,-3%,-26%,-1%,-1%,-2%,0%,1%,-7%
Shiga toxin inh,-13,23*,12,·,-9,-25,8,10
AMA1 RON2 block,7%,92%[activator],-8%,4%,-8%,0%,-4%,2%
CHX counter,-4,26*,9,·,-7,2,1,2

[25] O=C(COc1ccccc1)NCC1(N2CCCCC2)CCCCC1
[26] C[N+]1(C)CCC(=C2c3ccccc3CC(=O)c3sccc32)CC1
[27] CC1(C)CN(c2ccc(C(=O)c3ccccc3)cc2)C1=O
[28] CN(C(=O)CSc1nc2sc3c(c2c(=O)n1C)CCC3)C1CCS(=O)(=O)C1 (centres undefined)
[29] CCOc1ccc(CN(C)C(=O)c2ccc(S(=O)(=O)N(C)c3ccccc3OC)cc2)cc1
[30] CC(=O)N1CC(=O)Nc2ccc(C)cc2C1c1ccccc1 (centres undefined)
[31] CC1CCCCN1C(=O)CSCC(=O)Nc1nc(-c2cccs2)cs1 (centres undefined)
[32] Cc1cc(C)cc(OCC(=O)Nc2nonc2NC(=O)COc2cc(C)cc(C)c2)c1
assay / entry,25,26,27,28,29,30,31,32
Pf growth 48h,-16%,?,4%,-25%,13µM*,4%[0.00184 µM],-12%,?
Pf growth 96h,?,?,3%,-20%,?,9%,?,-20%
LmPK inh,-2%,2%,2%,·,·,3%,2%,0%
Tb PYK inh,-25%,-17%,-6%,-2%,-1%,-7%,3%,-31%
Shiga toxin inh,-14,18,-4,·,·,-2,37*,-7
AMA1 RON2 block,8%,-3%,-4%,-5%,4%,-1%,-13%,-43%
CHX counter,-2,14,-2,·,·,-2,24*,2

[33] COC(=O)c1ccc(CNCC(=O)Nc2ccc(C(=O)OC)cc2)cc1
[34] Cc1ccc(C(=O)NC2CC3CCCC(C2)N3C(=O)NC2CCCCC2)cc1 (centres undefined)
[35] O=C(CCN1C(=O)/C(=C/c2ccccc2Cl)SC1=S)NCCc1ccc(O)cc1
[36] O=C(O)CC/C(=C\c1cc2c(cc1Br)OCO2)c1nc2ccccc2s1
[37] Cc1cc(C(=O)NNC(=S)Nc2ccccc2)nn1C
[38] O=C(CSCC(=O)OCC(=O)c1ccc(Br)cc1)Nc1cccc2ccccc12
[39] S=C(NCc1ccc(Cl)cc1)Nc1ccc(Cl)cc1Cl
[40] Cc1ccccc1C1CC(c2ccc(Br)cc2)Nc2nc(N)nn21 (centres undefined)
assay / entry,33,34,35,36,37,38,39,40
Pf growth 48h,?,3%,-19%,25%,75%[activator],33%[activator],2%,-26%
Pf growth 96h,0.93µM*,72%[activator],14%,34%[activator],87%[activator],103%[activator],?,9%
LmPK inh,0%,1%,4%,0%,0%,0%,1%,6%
Tb PYK inh,4%,·,-7%,-13%,-11%,2%,-7%,-3%
Shiga toxin inh,-11,27,-9,-7,61*,-6,-7,-4
AMA1 RON2 block,0%,·,7%,-22%,52%[activator],-11%,-2%,23%
CHX counter,4,-1,3,1,14,-4,1,-4

Laid out differently: 4 of the compounds above.
entry	Structure	Pf growth 48h	Pf growth 96h	LmPK inh	Tb PYK inh	Shiga toxin inh	AMA1 RON2 block	CHX counter
5	CCOc1ccccc1N(C(C)=O)S(=O)(=O)c1ccc(Cl)cc1	-24%	4%	1%	-6%	-8	15%	0
6	COc1ccc(C=O)cc1OC1C=CCCC1 (centres undefined)	16%	?	-4%	1%	-15	-6%	8
7	CCN(CC)CCN(C(=O)c1ccc([N+](=O)[O-])cc1)c1nc2ccc(OC)cc2s1	6%	3%	-2%[11.5 µM]	5%	22	0%	0
8	COCCCn1c(SCC(=O)NC(C)C)nnc1-c1ccccc1	11%	?	-2%	?	-10	-3%	-2

Following part.
[41] CCC(=O)N1CCc2cc(S(=O)(=O)N3CCN(c4ccccc4)CC3)ccc21
[42] CNC(=S)N/N=C/c1ccc(-c2ccc(Cl)c([N+](=O)[O-])c2)o1
[43] CC1CCCN(Cc2nc3c(c(=O)n(C)c(=O)n3C)n2Cc2c(F)cccc2Cl)C1 (centres undefined)
[44] COc1ccc(OC)c(NC(=S)N2c3ccccc3CC2C)c1 (centres undefined)
[45] CC1CCCN(C(=S)Nc2ccc(Nc3ccccc3)cc2)C1 (centres undefined)
[46] COc1ccc(C(=O)COc2ccc3c(C)cc(=O)oc3c2)cc1
[47] O=[N+]([O-])c1ccccc1/C=N/n1c(C(F)(F)F)n[nH]c1=S
[48] FC(F)(F)c1cc(-c2ccccn2)nc2cc(-c3ccccc3)nn12
assay / entry,41,42,43,44,45,46,47,48
Pf growth 48h,26%,?,-12%,?,130%[activator],9%,2%,3%
Pf growth 96h,?,-26%,4%,?,6%,?,34%[activator],?
LmPK inh,-5%,0%,0%,-9%,5%,4%,5%,-1%
Tb PYK inh,-1%,2%,5%,-8%,-9%,4%,?,6%
Shiga toxin inh,65,28,-8,-20,99*,·,10,-6
AMA1 RON2 block,6%,54%[activator],-2%,37%[activator],-11%,-7%,16%,0%
CHX counter,14,5,-1,-2,23*,-3,4,1

Quoted at random: 2 records from the list
[43] CC1CCCN(Cc2nc3c(c(=O)n(C)c(=O)n3C)n2Cc2c(F)cccc2Cl)C1 (centres undefined)
[48] FC(F)(F)c1cc(-c2ccccn2)nc2cc(-c3ccccc3)nn12
assay / entry,43,48
Pf growth 48h,-12%,3%
Pf growth 96h,4%,?
LmPK inh,0%,-1%
Tb PYK inh,5%,6%
Shiga toxin inh,-8,-6
AMA1 RON2 block,-2%,0%
CHX counter,-1,1

(list continues)
[49] Cc1noc(C)c1CSCC(=O)Nc1nc(-c2ccc(F)c(F)c2)cs1
[50] c1ccc(-n2cnc3cc(NCc4ccco4)ccc32)cc1
[51] C=CCn1c(SCC(=O)C(C)(C)C)nnc1-c1ccccn1
[52] CN(C)C(CNC(C(=O)Nc1ccc(F)cc1)c1ccccc1)c1ccccc1 (centres undefined)
[53] N#Cc1nc(-c2ccccc2F)oc1N1CCN(C(=O)c2ccco2)CC1
[54] Cc1cccc(C(=O)N/N=C/c2ccc[nH]2)c1
[55] CCc1nc(SCC(=O)Nc2ccccc2OC)n[nH]1
[56] NCCc1cc(O)c(O)cc1O
assay / entry,49,50,51,52,53,54,55,56
Pf growth 48h,10µM*,20%,-15%,?,11%,0%,30%,-11%
Pf growth 96h,?,11%,-8%,-27%,38%[activator],81%,?,?
LmPK inh,·,-1%,-3%,-3%,1%,0%,-2%,·
Tb PYK inh,-1%,1%,-4%,-4%,0%,-4%,-2%,?
Shiga toxin inh,·,63*,12,-1,-6,80*,-3,2
AMA1 RON2 block,-10%,-1%,-9%,56%[activator],0%,3%,9%,0.79µM*
CHX counter,·,35*,11,8,-3,24*,-2,-2

[57] O=C(CCN1C(=O)C2C3C=CC(C3)C2C1=O)N1CCN(c2ccc([N+](=O)[O-])cc2)CC1 (centres undefined)
[58] CCOC(=O)CSc1nnc(-c2cccs2)n1-c1ccccc1
[59] Cc1ccc(CNS(=O)(=O)c2cc3c(cc2C)NC(=O)CO3)cc1
[60] CN(C(=O)c1ccccc1)C1(C)CCS(=O)(=O)C1 (centres undefined)
[61] CCc1ccc(S(=O)(=O)Nc2ccc(C)c(NS(C)(=O)=O)c2)cc1
[62] CCCC(=O)N1CCN(c2ccc(NC(=S)NC(=O)CC)cc2)CC1
[63] CSc1nc2ccsc2c(=O)n1-c1cccnc1
assay / entry,57,58,59,60,61,62,63
Pf growth 48h,-13%,13%,?,-5%,27%,-6%,?
Pf growth 96h,?,?,4.1µM*,?,4%,142%[activator],48%[activator]
LmPK inh,-1%,4%,0%,2%,2%,0%,-10%
Tb PYK inh,2%,-30%,8%&-12%,1%,5%,-1%,-2%
Shiga toxin inh,31,11,-1,30,-10,-14,-15
AMA1 RON2 block,0%,9%,2%,-1%,-8%,27%,-16%
CHX counter,3,13,-3,-2,-2,1,-4

Assay outcomes deposited in PubChem BioAssay by National Center for Advancing Translational Sciences (NCATS).
